A549 viability: Nrf2 qHTS screen for inhibitors: counterscreen for cytotoxicity; hit rate 0.16% among 390,000; A549 ARE-Fluc cells, CellTiter-Fluor viability, 18-24 h; Potency, µM (highest dose often 46 µM), inactives show at the top dose activity change, negative = cytotoxicity, actives largely listed as inhibitors; AID 504648, 2011; also: potency is read from the fitted curve at half-maximal effect; % is scaled to controls: 0 for no effect and ±100 for the full control effect
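A549 ARE_Fluc cells in 5% FBS OPTI-MEM were exposed to compounds in concentration-response for 18-24 h at 37 deg C. Viability was read by CellTiter-Fluor fluorescence (Ex 405/Em 525) after 30 min, before the luciferase read.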
IL1B secr inh: qHTS for Inhibitors of Inflammasome Signaling: IL-1-beta AlphaLISA Primary Screen. THP-1 LPS/ATP IL-1B secretion, AlphaLISA, 16 h; stronger effect = lower value. activity change, % at 57.5 µM. hit rate 4.7% among 360,000. AID 743279, 2014; in the data active = activity change below about -50%; inconclusive = mostly about -30% to -49%; also: % is scaled to controls: 0 for no effect and ±100 for the full control effect
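THP-1 cells pretreated 1 hr with compounds (up to 57.5 uM final), then stimulated with LPS (250 ng/mL final) plus ATP (1.25 mM final); secreted IL-1B measured by AlphaLISA after 16 hr, decreased signal indicating inhibition.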
S2 tox: Viability Counterscreen for Primary qHTS for Inhibitors of ATXN expression | Potency, µM (titrated, usually from 56.7 µM), hits mostly cytotoxic | S2 cells (HEK-293 line with an ATXN2-luciferase reporter) viability, CellTiter-Fluor protease fluorescence, 24 h | hit rate 0.49% among 400,000; also: potency is read from the fitted curve at half-maximal effect; nearly all actives have a fitted effect of over 40% in size
ATXN2 expr inh: Primary qHTS for Inhibitors of ATXN expression; HEK-293 ATXN2-luciferase reporter, luminescence, 24 h; Potency, µM (highest dose often 57 µM), for inactives: at the highest dose activity change, negative = inhibition, usual class: inhibitors; hit rate 0.72% among 360,000; AID 1745845, 2022; also: potency is read from the fitted curve at half-maximal effect; % is scaled to controls: 0 for no effect and ±100 for the full control effect; nearly all actives have a fitted effect of over 55% in size
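ATXN2-luciferase reporter cells (luciferase flanked by upstream and downstream ATXN2 gene portions) were treated 24 h at 37 °C with compounds at up to 57 uM. SteadyGlo luminescence gave expression; GF-AFC fluorescence gave viability.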
HepG2 viability: qHTS for Inhibitors of TGF-b: Cytotox Counterscreen | HepG2 CAGA-GFP viability, ATP luminescence, 18 h | AID 588856, 2011 | Potency, µM (top dose mostly 46.1 µM), without a hit: top-dose activity change, negative = cytotoxicity, hits mostly cytotoxic | hit rate 0.76% among 410,000; also: potency is read from the fitted curve at half-maximal effect; some results filed as inactive show a strong effect at the top dose
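CellTiter-Glo luminescence gave cytotoxicity after 18 hours at 37 degrees C. The cells were HepG2 CAGA-GFP in 1% FBS DMEM, stimulated with 500 pg/mL TGF-beta after compound addition. %Activity was normalised to no-cell wells (complete cell-killing) and DMSO (no toxicity), and curves were fitted and classified.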
Nrf2 activator: qHTS of Nrf2 Activators. AREc32 ARE-luciferase reporter (MCF7-derived line), luminescence, 24 h. Potency, µM (doses to about 46.1 µM), without a hit: at the top dose activation, actives largely listed as activators. hit rate 0.31% among 410,000; also: potency is read from the fitted curve at half-maximal effect; % of control where 0% means no effect; nearly all actives have a fitted effect of over 65% in size
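ARE-driven firefly luciferase activity in AREc32 cells measured after a 24 hr compound exposure at 37 deg C, using Steady-Glo reagent and a 30 min room-temperature hold.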
Nrf2 inh: Nrf2 qHTS screen for inhibitors | A549 ARE-Fluc reporter, luciferase luminescence, 18-24 h | Potency, µM (titrated, usually from 46 µM), without a hit: at the highest dose activity change, negative = inhibition, usual class: inhibitors | hit rate 2.1% among 360,000 | AID 504444, 2011; also: potency is read from the fitted curve at half-maximal effect; % is scaled to controls: 0 for no effect and ±100 for the full control effect; nearly all actives have a fitted effect of over 60% in size
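Cells were seeded and rested 2 h, then exposed to compounds for 18-24 h. CellTiter-Fluor was read first as a viability measure. BugLite was added 15 min before the final luminescent read of ARE-luciferase activity in A549 cells.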
MCF10A rerep: A quantitative high throughput screen for small molecules that induce DNA re-replication in MCF 10a normal breast cells. MCF 10A DNA re-replication, Hoechst nuclear intensity, 48 h. Potency, µM (doses to about 46.1 µM), inactives show top-dose activity, positive = re-replication, actives largely listed as activators. hit rate 2.9% among 350,000. AID 624296, 2012; also: potency is read from the fitted curve at half-maximal effect; % of control where 0% means no effect; nearly all actives have a fitted effect of over 50% in size
TGFb SMAD3 inh: qHTS for Inhibitors of TGF-b | HepG2 CAGA-GFP TGF-b/SMAD3 reporter, GFP fluorescence, 18 h; TGF-beta stimulated, 500 pg/mL final | Potency, µM (series often up to 46.1 µM), for inactives: top-dose activity, negative = inhibition, actives largely listed as inhibitors | hit rate 1.2% among 410,000; also: potency is read from the fitted curve at half-maximal effect; % is scaled to controls: 0 for no effect and ±100 for the full control effect; nearly all actives have a fitted effect of over 65% in size
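TGF-beta reporter screen: HEPG2 CAGA-GFP, 1% FBS, 500 pg/mL TGF-beta final, 18 h; per-cell GFP summed per well; curves fitted and categorized by class.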
* = called active by the depositor; i = inactive; ? = inconclusive; · = no result given; [ ] = another dose, or the depositor's remark. Unless noted, calls follow the shape of the dose curve; as a rule, active = well fitted curve in the direction sought with a large enough effect; inconclusive = small, poorly fitted or top-dose-only effect, or another doubt; inactive = no such curve, though single readings can be large; an effect the other way counts as inactive or inconclusive.

Start of the data: the first 2 compounds, to show the layout:
SMILES	A549 viability	IL1B secr inh	S2 tox	ATXN2 expr inh	HepG2 viability	Nrf2 activator	Nrf2 inh	MCF10A rerep	TGFb SMAD3 inh
COc1ccccc1NC(=O)CSc1ncnc2c1oc1ccccc12	·	27	i	-32%	-8%	?	2%	8%	14%
Nc1nc(NCCCN2CCOCC2)nc(Nc2ccc(Cl)cc2)c1[N+](=O)[O-]	14%	·	i	-30%	12%	2.9%	-2%	-10%	-2%

Main list, from the first entry:
SMILES	A549 viability	IL1B secr inh	S2 tox	ATXN2 expr inh	HepG2 viability	Nrf2 activator	Nrf2 inh	MCF10A rerep	TGFb SMAD3 inh
COc1ccccc1NC(=O)CSc1ncnc2c1oc1ccccc12	·	27	i	-32%	-8%	?	2%	8%	14%
Nc1nc(NCCCN2CCOCC2)nc(Nc2ccc(Cl)cc2)c1[N+](=O)[O-]	14%	·	i	-30%	12%	2.9%	-2%	-10%	-2%
O=C(COC(=O)c1cc(S(=O)(=O)N2CCOCC2)ccc1O)NCC1CCCO1 (stereo not given)	-4%	-6	i	-11%	9%	0.2%	6%	5%	-18%
CCc1cccc(C)c1NS(=O)(=O)c1ccc(-c2cc(C)no2)s1	-12%	·	·	·	15%	0.4%	?	·	0%
CC(C)Cn1c(N)c(C(=O)COC(=O)c2ccc([N+](=O)[O-])o2)c(=O)n(C)c1=O	1%	-18	?	?	-37%	?	-20%	-35%[inhibitor]	?
O=C(NC1CCCC1)c1cc2ccccc2o1	-2%	?	i	14%	3%	0.0%	0%	-18%	-5%
Cc1ccc(NC(=O)COc2ncnc3cc([N+](=O)[O-])ccc23)cc1S(=O)(=O)N1CCOCC1	-6%	5	i	3%	1%	-0.6%	-28%	-11%	2%
COc1cccc(CN2CCNC(=O)C2CC(=O)NCc2cn3ccccc3n2)c1OC (stereo not given)	3%	15	i	-10%	0%	0.1%	2%	15%	8%
CCOc1ccc(-c2[nH]nc3c2C(c2cccnc2)C(C#N)=C(N)O3)cc1 (stereo not given)	-14%	-18	i	4%	-5%	?	?	0%	1%
C=CCN1C(=O)C(=O)N(CC(=O)NCC(=O)Nc2ccc(F)c(F)c2F)C1=O	7%	6	i	·	4%	0.2%	-6%	2%	29%
COc1ccc(Cl)cc1Nc1nc(N)nc(C(F)(F)F)n1	0%	0	i	-7%	-10%	6.5%	·	-1%	-4%
COC(=O)[C@@H]1Cc2c([nH]c3ccccc23)C2CCC(=O)N21 (stereo not given in full)	3%	18	i	7%	-3%	3.6%	-7%	-1%	0%
O=c1oc(Nc2cccc(F)c2)nc2ccccc12	-9%	13	i	26%	-3%	-0.4%	?	1%	21%
COc1ccc(NC(=O)C(=O)NCC2(c3ccc(OC)c(OC)c3)CCCC2)cc1	-5%	·	i	14%	10%	0.2%	6%	·	0%
Cc1ccc(NC(=O)c2ccc(OCC3CCCO3)cc2)c(C)c1 (stereo not given)	-2%	0	i	2%	-3%	-0.2%[9.22 µM]	-6%	-6%	?
CCCCc1c(O)nc(SCC(=O)c2ccccc2)n(-c2ccccc2OC)c1=O	0%	·	i	18%	19%	4.6%	13%	-7%	6%
O=C(CCN=C1NS(=O)(=O)c2ccccc21)Nc1ccc(Cl)cc1F	2%	34	i	-9%	1%	-1.0%	5%	-3%	8%
CS(=O)(=O)c1ccc(C(=O)N2CC(=O)Nc3ccccc32)cc1	0%	13	i	-9%	-2%	-0.1%	10%	-3%	2%
COc1ccccc1C(=O)Nc1c(C(=O)N2CCN(c3ccc(F)cc3)CC2)oc2ccccc12	3%	·	i	-2%	-6%	0.3%	-18%	·	-11%
O=C(O)c1ccc(N/N=C/c2cn(Cc3ccccc3F)c3ccccc23)cc1	-12%	0	i	104%[activator]	-21%	5.5%	?	21µM*	11µM*
O=C(NC1CCN(S(=O)(=O)c2ccc(Cl)cc2)CC1)c1cccnc1	-1%	-2	i	-23%	2%	-0.1%	1%	16%	9%
CNC(=O)Cn1nc(C)c(S(=O)(=O)N2CCOCC2)c1C	2%	9	i	·	2%	0.7%	1%	-3%	4%
Cc1ccc(-c2cn3cccnc3n2)cc1NC(=O)C(C)(C)Oc1ccc(Cl)cc1	0%	·	·	·	-52%	1.7%	·	·	?
N#Cc1nc(Cc2cccc3ccccc23)oc1NCCCn1ccnc1	-5%	-9	i	0%	-55%	5.2%	-15%	?	?
CC(=O)c1ccc(N2CCN(C(=O)c3cccc(Oc4ccccc4)c3)CC2)cc1	3%	1	?	1%	-8%	6.8%	9%	?	?
Next section.
SMILES	A549 viability	IL1B secr inh	S2 tox	ATXN2 expr inh	HepG2 viability	Nrf2 activator	Nrf2 inh	MCF10A rerep	TGFb SMAD3 inh
Cc1cccc(NC(=O)CCN2CC(C)CC(C)C2)c1 (stereo not given)	-9%	?	i	1%	-5%	0.1%	-2%	-2%	-13%
COCCCNC(=O)CCn1c(=O)c2ccccc2n(Cc2cccc([N+](=O)[O-])c2)c1=O	-3%	22	i	-4%	4%	0.1%	7%	-8%	8%
Cc1cc(OC(C)C)nc(-c2ccccc2O)n1	4%	-17	i	-13%	10%	-0.1%	4%	?	-7%
CCCN1C(=O)/C(=C/c2nc3ccccc3c(=O)[nH]2)c2ccccc21	1%	17	i	1%	-1%	-0.3%	-19%	-2%	-1%
O=C(NCCc1c[nH]c2ccccc12)c1cncc(Br)c1	0%	12	?	12%	4%	3.1%	3%	2%	-2%
CCO[C@@H]1OC(C(=O)O)=C[C@H](c2ccc(C(F)(F)F)cc2)[C@H]1CCCO	-4%	17	i	2%	-1%	-0.8%	-3%	-16%	-1%
COc1ccc(NC(=O)CSc2nc(-c3ccco3)nc3cc(=O)[nH]n23)cc1Cl	-23%	-4	i	11%	1%	12%	-41%	?	9%
CCOc1cc(C(=O)Nc2ccc(F)cc2)cc(Br)c1OC	1%	-25	i	-20%	-26%	3.9%	-7%	6%	-24%
Cc1cccnc1NC(=O)c1ccc(OCC2CCCO2)cc1 (stereo not given)	-1%	-12	i	·	4%	0.8%	?	6%	19%
CC(CCc1ccccc1)NC(=O)C1CCC1 (stereo not given)	0%	6	·	-5%	9%	2.3%	1%	0%	4%
O=C(COc1ccccc1C(=O)O)Nc1cccc2ccccc12	0%	16	i	12%	2%	-0.3%	-9%	4%	-5%
COc1ccc(OC)c(C(O)c2ncc(-c3ccccc3Cl)[nH]2)c1 (stereo not given)	·	1	i	12%	-4%	-1.0%[9.22 µM]	·	·	-9%
CCOC(=O)c1c(NC(=O)C2=C(C)NC(=S)NC2c2ccc(F)cc2F)sc(C)c1C (stereo not given)	-15%	?	?	-14%	-26%	2.8%	?	?	?
Cc1ccc(S(C)=O)cc1-n1c(=O)n(Cc2ccccc2)c(=O)c2[nH]cnc21 (stereo not given)	-4%	21	i	2%	3%	-0.3%	1%	-30%[inhibitor]	5%
O=C(Cn1ccc2cc(S(=O)(=O)N3CCCC3)ccc21)NCc1ccccc1	2%	14	i	19%	-17%	0.0%	14%	6%	3%
O=C(CCS(=O)(=O)c1nc(-c2ccc3c(c2)OCO3)cc(C(F)(F)F)n1)Nc1ccc(Br)cc1	1%	·	·	·	-105%	-4.3%	-3%[9.27 µM]	·	?
COc1ccccc1-n1nnnc1SCc1cc2c(cc1Br)OCO2	-5%	-13	i	?	-16%	7.4%	·	-2%	4%
CCOc1ccc(S(=O)(=O)NCc2ccc3c(c2)OCO3)cc1	27%	0	i	-7%	-27%	6.9%	12%	16%	-14%
CCOC(=O)N1CCC(NC(=O)c2cc(C(=O)NCc3ccc(F)cc3)ccc2CO)CC1	-8%	16	i	-4%	-41%	-0.3%	-24%	-32%[inhibitor]	-3%

Reformatted with each value named: two of the compounds above.
> O=C(Cn1ccc2cc(S(=O)(=O)N3CCCC3)ccc21)NCc1ccccc1
  A549 viability = 2% | IL1B secr inh = 14 | S2 tox = i | ATXN2 expr inh = 19% | HepG2 viability = -17% | Nrf2 activator = 0.0% | Nrf2 inh = 14% | MCF10A rerep = 6% | TGFb SMAD3 inh = 3%
> O=C(CCS(=O)(=O)c1nc(-c2ccc3c(c2)OCO3)cc(C(F)(F)F)n1)Nc1ccc(Br)cc1
  A549 viability = 1% | IL1B secr inh = · | S2 tox = · | ATXN2 expr inh = · | HepG2 viability = -105% | Nrf2 activator = -4.3% | Nrf2 inh = -3%[9.27 µM] | MCF10A rerep = · | TGFb SMAD3 inh = ?

TGFb SMAD3 inh: what is marked active above
structure	IL1B secr inh	Nrf2 activator	TGFb SMAD3 inh
O=C(O)c1ccc(N/N=C/c2cn(Cc3ccccc3F)c3ccccc23)cc1	0	5.5%	11µM*

Look-ups from the results shown:
Result for `Cc1cc(OC(C)C)nc(-c2ccccc2O)n1` under ATXN2 expr inh: -13%
Result for `Cc1ccc(-c2cn3cccnc3n2)cc1NC(=O)C(C)(C)Oc1ccc(Cl)cc1` under A549 viability: 0%
Result for `O=C(COC(=O)c1cc(S(=O)(=O)N2CCOCC2)ccc1O)NCC1CCCO1` (stereo not given) under MCF10A rerep: 5%
Result for `O=C(NC1CCCC1)c1cc2ccccc2o1` under MCF10A rerep: -18%
Result for `O=C(CCN=C1NS(=O)(=O)c2ccccc21)Nc1ccc(Cl)cc1F` under IL1B secr inh: 34

Rows are unselected; any-hit rate near 8.8%.
